Tau ThT inhib = inhibitors of human tau fibril formation, thioflavin T binding; Potency, µM (highest dose often 57.4 µM), for inactives: top-dose activity, negative = inhibition, most hits filed as inhibitors; recombinant tau K18 P301L, heparin-induced fibrillization, ThT fluorescence; 270,000 compounds, 2.1% hits; P10636; further: on the % scale 0 is the no-effect control and ±100 the full control effect; nearly all actives have a fitted effect of over 55% in size
Target sequence (P10636 561-689 P618L limits assumed): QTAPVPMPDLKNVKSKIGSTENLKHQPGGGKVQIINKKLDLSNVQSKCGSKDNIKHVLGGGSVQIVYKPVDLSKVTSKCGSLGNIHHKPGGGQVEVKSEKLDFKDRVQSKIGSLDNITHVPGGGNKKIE
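Heparin-induced (20 uM) aggregation of recombinant human K18 P301L tau, 15 uM unlabeled with 0.24 uM labeled, pH 7 acetate buffer, 6 hr at 37 C with compound. Fibrils quantified by 30 uM ThT fluorescence after 1 hr ambient incubation.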
HTT ATP protect = cytoprotection in Huntington HTT-Q103 PC12 cell model | PC12 HTT-Q103 induced, cytoprotection, ATP luminescence, 40 h | Potency, µM (titrated, usually from 56.4 µM), for inactives: cytoprotection (ATP increase), hits mostly activators | 230,000 compounds, 0.14% hits | AID 1471;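 further: % of control where 0% means no effect; nearly all actives have a fitted effect of over 45% in size; toxic huntingtin expression switched on by the ecdysone agonist tebufenozide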
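ATP quantification (ATPlite) reports survival of PC12 cells in which tebufenozide, 100 nM final, switches on Htt exon 1 with 103 glutamines linked to GFP; compounds are titrated.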
Tau fibril FP = tau fibrillization inhibition (FP); 280,000 compounds, 0.39% hits; Potency, µM (highest dose often 57.7 µM), for the others: at the top dose activity, negative = inhibition, most hits filed as inhibitors; AID 1468; K18 P301L tau heparin fibrillization, Alexa594 FP, 6 h; further: on the % scale 0 is the no-effect control and ±100 the full control effect; nearly all actives have a fitted effect of over 55% in size
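Read-out: fluorescence polarization of Alexa 594-labeled tau (0.24 uM), 555 nm excitation, 632 nm emission. Mixtures held 15 uM unlabeled K18 P301L, compound and 20 uM heparin, pH 7 acetate buffer, incubated 6 hr at 37 C.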
SMN2 splice up = increases expression of the SMN2 splice variant; HEK293 SMN2-luciferase splicing reporter, luminescence, 30-36 h; Potency, µM (doses to about 46.1 µM), inactives show at the top dose activity change, positive = activation, most hits filed as activators; 210,000 compounds, 2.8% hits; AID 1458; further: % of control where 0% means no effect; nearly all actives have a fitted effect of over 55% in size
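qHTS luciferase splicing reporter: luminescence rises when SMN2 exon 7 is included in transfected HEK293 cells. Compound exposure lasted 30-36 h at 37C, with 4.5 mM final sodium butyrate as control, followed by a ONE-Glo read.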
HTT aggregate = mutant huntingtin aggregation inhibition; PC12 HttQ103-GFP aggregates, Acumen cytometry, 40 h; Potency, µM (highest dose often 46.1 µM), without a hit: at the top dose activity change, negative = inhibition, usual class: inhibitors; 220,000 compounds, 1.1% hits; AID 1688; further: on the % scale 0 is the no-effect control and ±100 the full control effect; nearly all actives have a fitted effect of over 60% in size
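Aggregate formation scored by laser-scanning cytometer (488 excitation, 500–530 emission) in lysed PC12 cells expressing Q103-GFP after 100 nM tebufenozide induction; library tested in dose series, with ATPLite reagent added in the multiplex.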
Tau fluor counter = counter-screen for tau fibril formation inhibitors | 280,000 compounds, 0.93% hits | tau K18 P301L (four-repeat tau fragment) Alexa594 fluorescence, heparin fibrillization | Potency, µM (top dose mostly 57.7 µM), without a hit: at the highest dose activity change, negative = decrease; further: on the % scale 0 is the no-effect control and ±100 the full control effect; nearly all actives have a fitted effect of over 55% in size
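Human K18 P301L tau (15 uM unlabeled plus 0.24 uM Alexa 594-labeled, final) in 100 mM sodium acetate pH 7 was mixed with compound and 20 uM heparin and incubated 6 hr at 37 C.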
KDM4E inh = inhibitors of human JMJD2E histone demethylase; JMJD2E catalytic domain, FDH-coupled NADH fluorescence (FDH is formaldehyde dehydrogenase); 230,000 compounds, 1.6% hits; B2RXH2; AID 2147; Potency, µM (doses to about 57.1 µM), for inactives: top-dose activity change, negative = inhibition, actives largely listed as inhibitors; active means well fitted inhibition curve with a large enough effect, not every such curve was filed as active; inconclusive means small, poorly fitted or top-dose-only effect, or another doubt; inactive means no such curve, though single readings can be large or run the other way;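 further: 0% = wells with enzyme and -100% = buffer wells without enzyme; nearly all actives have a fitted effect of over 50% in size; many of its hits are not listed in these tables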
Target sequence (B2RXH2 1-337 limits assumed): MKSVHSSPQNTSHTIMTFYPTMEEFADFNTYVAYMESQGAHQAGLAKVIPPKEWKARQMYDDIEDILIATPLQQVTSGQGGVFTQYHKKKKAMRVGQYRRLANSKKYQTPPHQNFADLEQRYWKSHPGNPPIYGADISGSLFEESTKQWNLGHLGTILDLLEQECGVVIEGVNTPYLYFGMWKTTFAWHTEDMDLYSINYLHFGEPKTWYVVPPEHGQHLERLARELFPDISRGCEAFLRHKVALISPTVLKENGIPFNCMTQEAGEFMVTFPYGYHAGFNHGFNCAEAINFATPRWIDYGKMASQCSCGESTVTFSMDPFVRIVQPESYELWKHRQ
ALDH1A1 inh = blocks purified human ALDH1A1 activity | Purified ALDH1A1, NADH fluorescence, propionaldehyde substrate | Potency, µM (doses to about 75.3 µM), for inactives: top-dose activity, negative = inhibition, actives largely listed as inhibitors | P00352 | 220,000 compounds, 7.3% hits | AID 1030; active means well fitted inhibition curve with a large enough effect, not every such curve was filed as active; inconclusive means small, poorly fitted or top-dose-only effect, or another doubt; inactive means no such curve, though single readings can be large or run the other way;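 further: plate controls were no enzyme wells and a reference inhibitor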
Target sequence (P00352 whole entry, looked up): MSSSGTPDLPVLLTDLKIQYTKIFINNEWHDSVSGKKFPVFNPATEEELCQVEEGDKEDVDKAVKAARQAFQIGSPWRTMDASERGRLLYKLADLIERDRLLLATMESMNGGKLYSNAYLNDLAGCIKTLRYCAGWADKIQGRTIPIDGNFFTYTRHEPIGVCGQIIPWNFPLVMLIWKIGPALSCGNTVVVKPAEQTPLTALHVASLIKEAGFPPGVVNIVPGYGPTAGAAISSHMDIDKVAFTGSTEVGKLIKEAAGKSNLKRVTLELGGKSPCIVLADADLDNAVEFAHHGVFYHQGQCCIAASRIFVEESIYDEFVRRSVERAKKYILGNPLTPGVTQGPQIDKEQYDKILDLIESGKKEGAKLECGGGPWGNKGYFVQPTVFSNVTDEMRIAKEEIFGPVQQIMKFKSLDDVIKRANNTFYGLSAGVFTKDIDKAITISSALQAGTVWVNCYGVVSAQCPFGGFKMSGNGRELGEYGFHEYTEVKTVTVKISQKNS
* marks the source's active call; other numbers are inactive results; ? = inconclusive; · = not tested or not shown; & = joins results of further samples; [ ] = remark or other dose. Unless noted, the call rests on the fitted dose curve; in most records, active means well fitted curve in the direction sought with a large enough effect; inconclusive means small, poorly fitted or top-dose-only effect, or another doubt; inactive means no such curve, though single readings can be large; an effect the other way counts as inactive or inconclusive. Potency means the concentration at half of the fitted maximal effect.

SMILES | Tau ThT inhib | HTT ATP protect | Tau fibril FP | SMN2 splice up | HTT aggregate | Tau fluor counter | KDM4E inh | ALDH1A1 inh
COc1cccc(CC2(CO)CCCN(Cc3cn[nH]c3-c3cc(C)ccc3C)C2)c1 (stereo unspecified) | -3% | -7%[10 µM] | 8% | · | -3%[9.22 µM] | -2% | -1% | 3%
Nc1c(C(=O)OCC2CCCO2)c2nc3ccccc3nc2n1C1CCCCC1 (stereo unspecified) | -17% | -18%[0.074 µM] | -1% | -4% | 18% | -14% | ? | ?
COC(=O)Cn1ccc(-c2ccc(Cl)cc2)c(C#N)c1=O | -8% | -30%[inhibitor] | 0% | 0% | 18% | -8% | ? | ?
Cc1ccc(S(=O)(=O)NNC(=O)C2CCN(Cc3ccccc3)CC2)cc1 | 4% | 19%[10 µM] | 3% | -4% | 5% | 0% | -4% | 8%
CCOC(=O)Cc1nnc(Nc2ccc(C)cc2)c2ccccc12 | -6% | 4%[10 µM] | 0% | 2% | 10% | -10% | 0% | -1%
COc1cc(C(F)(F)F)c(C(=O)N(C)Cc2cccc(Cl)c2)cn1 | -10% | 22%[10 µM] | 8% | · | 10%[9.22 µM] | -13% | 1% | -3%
COCCN(C(=O)CN1CCc2ccccc2C1)c1c(N)n(Cc2ccccc2)c(=O)[nH]c1=O | ? | -14%[10 µM] | 7% | · | -10% | -17% | 3% | 6%
O=C1c2ccccc2C(=O)N1CCCCN(C(=O)c1cc2ccccc2oc1=O)c1ccc(Cl)cc1 | -8% | -2%[10 µM] | -12% | -17% | 11% | -24% | -1% | 7.9µM*
CCCCC(c1nnnn1CC1CCCO1)N1CCN(c2cc(Cl)ccc2C)CC1 (stereo unspecified) | -17% | -29% | 5% | -22% | -29% | -5% | -9% | ?
CCn1c(NC(=O)Nc2cccc(C)c2C)cc2sccc21 | ? | -11% | 2% | -41%[inhibitor] | 1% | ? | ? | -14%
Cc1cccc(C)c1NC(=O)Nc1cccs1 | ? | 15%[10 µM] | -13% | -9% | ? | -21% | -3% | -11%
Cc1nc2c(ncn2-c2ccccc2)c(=O)n1NC(=O)CN1CCOCC1 | -8% | 17%[10 µM] | -2% | · | 0%[9.22 µM] | -8% | -1% | ·
COc1ccc(N=N/C(=C\O)C(=O)c2ccco2)cc1 | 8.9µM* | 14%[10 µM] | 4% | 3% | -10% | ? | -1% | 7.9µM*
CCCCNC(=O)CSc1nc2ccccc2n1S(=O)(=O)c1ccc(Cl)cc1 | -6% | -7%[10 µM] | 8% | 9% | -2% | -6% | 6% | 14%
O=C1Nc2ccc(Br)cc2C1=Nc1ccc(-c2nnc3n2CCCCC3)cc1 | ? | -16% | 2% | 7% | 19% | -14% | -7% | -5%
O=C(CN1CCN(CC(=O)Nc2ccccc2F)CC1)Nc1ccc2c(c1)OCCO2 | -15% | -27% | 6% | -14% | -10% | -15% | -4% | 28µM*
O=C(Nc1ccc(C(=O)O)cc1)/C(=C/c1ccc([N+](=O)[O-])cc1)NC(=O)c1ccccc1 | 3% | · | 5% | 5% | 4% | 2% | -3% | 3%
CCN(CC)c1ccc(NC(=O)Cn2ncc3c(C)n(Cc4ccccc4F)c(C)c3c2=O)c(C)c1 | 0%&-2% | 19%[10 µM] | 5%&4% | -3%&4% | 10% | ? | ? | ?
COc1ccc(-c2[nH]ncc2-c2cnn(-c3ccccc3)c2)c(O)c1 | -18% | 2% | 6% | -16% | -2% | ? | -6% | ?
CCCCOC(=O)Nc1ccc(C(=O)OC)cc1 | -11% | -12% | -2% | -2% | -6% | -6% | 2% | 2%
COc1ccc(Cn2c(O)c(/C=N/NC(=O)c3cccnc3)c3ccccc3c2=O)cc1 | ? | -129%[inhibitor] | 10% | -78%[inhibitor] | ? | ? | 28µM* | ?
CCOC(=O)N/N=C\C=C\c1ccco1 | ? | 2%[10 µM] | -11% | 1%[1.84 µM] | -15% | -10% | -18% | ?
Cc1nc(-c2ccccc2)sc1C1(C)CC(c2ccc(C#N)cc2)=NO1 (stereo unspecified) | 2% | -11%[10 µM] | 0% | · | -18%[9.22 µM] | -3% | 2% | ·
Cc1ccc(CN2CCSc3ccc(C(=O)N4CCN(c5ccc(Cl)cc5)CC4)cc32)cc1 | ? | · | 7% | -1% | · | -24% | · | ·
CC1(C)CC(=O)c2c(oc3ccc(NS(=O)(=O)c4ccc(C(=O)O)cc4)cc23)C1 | 3% | 11%[10 µM] | 0% | -1% | 6%[9.22 µM] | 0% | -8% | 9%

Remaining list, next part
SMILES | Tau ThT inhib | HTT ATP protect | Tau fibril FP | SMN2 splice up | HTT aggregate | Tau fluor counter | KDM4E inh | ALDH1A1 inh
CC(C)(C)c1cc(Br)c(O)c(N=Nc2ccc(S(=O)(=O)N3CCOCC3)cc2)c1 | ? | 14%[10 µM] | ? | -10% | 5% | -29% | -20% | -2%
CC(=O)C1=C(O)C(=O)N(c2nccs2)C1c1ccc(Br)cc1 (stereo unspecified) | -18% | -13% | -9% | -37%[inhibitor] | -2% | -12% | ? | ?
O=S(=O)(Nc1cccc(CCc2ccccn2)c1)c1cc(Cl)ccc1Cl | -10% | -1%[10 µM] | -1% | · | 9%[9.22 µM] | -29% | 1% | ·
CC(C)(C)n1nnnc1C(c1ccccc1F)N1CCN(C2CCCC2)CC1 (stereo unspecified) | -5% | 11%[10 µM] | -6% | 15% | 4% | -5% | 1% | 7%
CC(C)C(NC(=O)c1ccccc1NC(=O)c1ccco1)C(=O)NNC(=O)c1ccncc1 (stereo unspecified) | -12% | 0%[10 µM] | -6% | · | 3%[9.22 µM] | -14% | -7% | ·
c1csc(-c2ccnc3ncnn23)c1 | 0% | · | 3% | -1% | -7% | 7% | ? | ?
COC(=O)Cc1[nH]c(=S)[nH]c1C(=O)OC | -6% | 12%[10 µM] | 0% | · | -1%[9.22 µM] | -4% | 3% | ·
CC(=O)c1cccc(NC2c3ccccc3C(=O)N2Cc2ccc3c(c2)OCO3)c1 (stereo unspecified) | -5% | -11% | 9% | -3% | -2% | -6% | 10% | ?
Cc1ccc2nc(SCC(=O)c3c[nH]c4ccccc34)[nH]c2c1 | 9% | -18% | -14% | 12% | 22% | ? | 4% | ?
O=C1OC(Nc2ccc3ncccc3c2)c2ccccc21 (stereo unspecified) | 9% | 1%[10 µM] | 10% | -3% | ? | 12% | -2% | ?
CCn1c(C)[n+](Cc2ccccc2)c2ccc(Cl)cc21 | -6% | -16% | -2% | -25% | 2% | -2% | -17% | 3%
CCN(CC)c1ccc(C(=O)OCc2c(C)noc2C)cc1 | -14% | -41%[inhibitor] | 7% | -1% | -19% | -16% | -25% | 7%
COC(=O)C(CCCN1C(=O)c2ccccc2C1=O)(NC(C)=O)c1nnn(C)n1 (stereo unspecified) | 3% | 3%[10 µM] | 0% | · | -3%[9.22 µM] | 2% | 16% | 7%
COc1ccc(CNC(=O)/C=C/c2cc3c(cc2Br)OCO3)cc1 | -7% | -1% | ? | 3% | 26% | -20% | ? | ?
CCOC(=O)c1c(NC(=O)C2=C(C)NC(=S)NC2c2ccc(C)cc2)sc(C)c1C (stereo unspecified) | -1% | -3%[1.9 µM] | -8% | -11% | 2% | -6% | 9% | ?
Cc1cc(NC(=O)CC#N)n(-c2ccccc2)n1 | 1% | -27% | -2% | -3% | 5% | 1% | 4% | 4%
Nc1ccccc1C(=O)/C=C\c1ccc2c(c1)OCO2 | 1.3µM* | -56%[inhibitor][10 µM] | 5%[11.6 µM] | · | · | ? | · | 5%[13.5 µM]
COc1ccc(-c2nsc3c(N4CCN(S(=O)(=O)c5ccccc5F)CC4)ncnc23)cc1 | -6% | -18% | -4% | -13% | 7% | -4% | 16% | ?
CCOC(=O)c1sc(/N=C/c2c(O)ccc3ccccc23)cc1C | ? | -12%[10 µM] | -4% | -34%[inhibitor] | 22% | -22% | -22% | ?
COc1ccc(C(=O)NCCn2cc(SCC(=O)Nc3cc(C)on3)c3ccccc32)cc1OC | ? | -20% | -2% | -11% | 17% | -20% | 2% | ?
COc1ccc(Cl)cc1NC(=O)Cn1nc(-c2ccc(C)cc2)n(C)c1=S | 8% | · | -3% | -54%[inhibitor] | -16% | 2% | 0% | 9%
Cc1ccccc1COc1ccc2oc(C)c(C(=O)O)c2c1 | -17% | 10%[10 µM] | 3% | · | 2%[9.22 µM] | -2% | -2% | ·
O=C(NCCc1ccccc1)c1ccc2nccnc2c1 | 5% | 26%[10 µM] | 3%[2.34 µM] | · | 2%[9.22 µM] | 7% | 7% | 6%
CCCn1c(N)c(Sc2ccc([N+](=O)[O-])cc2)c(=O)n(CCC)c1=O | -1% | -5% | 3% | 3% | 30% | -5% | -4% | 6%
CC(=O)Nc1ccc(Nc2nc(C)nc3c2oc2ccccc23)cc1 | ? | 0%[10 µM] | -2% | · | 0% | -25% | -9% | ?

With a hit mark in KDM4E inh, of those listed so far:
compound	Tau ThT inhib	Tau fibril FP	SMN2 splice up	HTT aggregate	KDM4E inh	ALDH1A1 inh
COc1ccc(Cn2c(O)c(/C=N/NC(=O)c3cccnc3)c3ccccc3c2=O)cc1	?	10%	-78%[inhibitor]	?	28µM*	?

The list goes on:
SMILES | Tau ThT inhib | HTT ATP protect | Tau fibril FP | SMN2 splice up | HTT aggregate | Tau fluor counter | KDM4E inh | ALDH1A1 inh
CN(C)C(=O)CSc1nc(-c2ccccc2)nc2c1CCCC2 | -7% | 7%[10 µM] | -4% | 1% | 9% | -9% | 7% | -6%
Cc1ccc(C(=O)N2CCCC2)cc1S(=O)(=O)Nc1ccccc1 | 3% | 10% | -2% | -10% | -2% | 1% | 2% | -15%
CCC(C)(C)NC(=O)C(c1ccc(F)cc1)N(Cc1ccc(OC)cc1)C(=O)c1cnccn1 (stereo unspecified) | -6% | 15%[10 µM] | -5% | · | 14%[9.22 µM] | -10% | 10% | 0%
Cc1cccc(C)c1OCC(=O)Nn1c(C)nc2ccccc2c1=O | -8% | 8%[0.074 µM] | -6% | 16% | -9% | -2% | -4% | ?
Cc1ccc(N(CN2C(=O)C3C4CCC(C4)C3C2=O)C(=O)c2ccco2)cc1 (stereo unspecified) | -9% | 37%[10 µM] | -6% | · | 11%[9.22 µM] | -11% | 7% | ·
CCOC(=O)Cc1c(C)c2c(O)cc(O)cc2oc1=O | -6% | 14% | 10% | -65%[inhibitor] | -17% | -1% | ? | ?

Compound activity deposited in PubChem BioAssay by National Center for Advancing Translational Sciences (NCATS).

This is a subset; rates above refer to the full screens.
